Screening data deposited in PubChem by several laboratories.
AID2073 = inhibitors of Mint1-CaV2.2 protein interaction, biochemical, HTRF (AID 2073); HTRF protein-protein interaction, Mint1-CaV2.2; higher % means a stronger effect; inhibition, % at 20 µM; hits with a dose series show IC50 in µM; 290,000 compounds, 0.19% hits; in the data active means inhibition mostly above about 51%, no sharp cut-off; further: some results filed as inactive read as strong as hits
PMI inhibition = human PMI inhibitors, high substrate, primary screen, biochemical, fluorescence intensity, high mannose 6-phosphate (AID 1220); recombinant PMI enzyme, coupled fluorescence intensity; higher % means a stronger effect; inhibition, % at 20 µM; hits with a dose series show IC50 in µM; 190,000 compounds, 0.66% hits
LYP phosphatase = PTPN22 lymphoid phosphatase activity blockers – biochemical, fluorescence intensity, uHTS (AID 1779) | inhibition, % at 11.5 µM; hits with a dose series show IC50 in µM | recombinant LYP phosphatase, fluorescence intensity; higher % means a stronger effect | 290,000 compounds, 0.054% hits;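 further: plate controls were vehicle with enzyme for no effect and no enzyme for full effect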
XIAP antagonists = small molecules displacing peptide from XIAP – biochemical, IAP family, fluorescence polarization (AID 1018); displacement, % at 20 µM, or IC50 in µM where a hit was titrated; 200,000 compounds, 0.007% hits; XIAP BIR domain, fluorescence polarization peptide displacement; higher % means a stronger effect; in the data active means displacement above about 50%; further: a part of the inactive calls stands beside numbers as strong as those of hits
Dynein cargo inh = blocks dynein driven cargo transport along microtubules. 3617.4 mouse cells, GR-EGFP nuclear translocation imaging; test concentration mostly 20 µM; stimulated with dexamethasone, 1 µM; stronger effect = lower value. z-score, hits read low. 220,000 compounds, 0.47% hits. AID 1381;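 active means plate z-score of nuclear minus cytoplasmic receptor signal below a set negative limit, without overly bright fluorescence or cell loss, cut at about -3.5 in these data, passing the limit was not always enough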;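 further: z-score of nuclear minus cytoplasmic ring GR-EGFP intensity difference per well; some compounds called inactive have numbers as strong as hits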
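Buffer or medium: tet-free medium with charcoal-stripped serum / Also added: dexamethasone agonist, 1.0 µM final, for 30 min / Timing: induction 48 h, compound 1 h, agonist 30 min / Measured by: high-content fluorescence imaging after fixation / Read-out: nuclear-to-cytoplasmic GR-EGFP distribution per well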
P. falciparum M1AAP = P. falciparum M1AAP inhibitors, biochemical, fluorogenic H-Leu-NHMec substrate, 1536-well (AID 1445); recombinant M1AAP, H-Leu-NHMec fluorogenic kinetic assay; higher % means a stronger effect; inhibition, % at 30 µM, or IC50 in µM where a hit was titrated; 220,000 compounds, 0.42% hits;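 active means primary inhibition above the hit cutoff, then over 50% inhibition at one or more dose response concentrations, cut at about 23% in these data, passing the limit was not always enough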;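 further: plate controls were DMSO full reaction for no effect and no enzyme background for full effect; strong numbers were not always called active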
P. falciparum M17LAP = P. falciparum M17LAP inhibitors, primary screen, biochemical, fluorogenic H-Leu-NHMec substrate, 1536-well (AID 1619). recombinant M17LAP, H-Leu-NHMec fluorogenic kinetic assay; higher % means a stronger effect. inhibition, % at 30 µM, or IC50 in µM where a hit was titrated. 220,000 compounds, 0.38% hits;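 active means compound inhibiting the enzyme by more than half at any dose during confirmatory dose-response retesting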;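 further: plate controls were full reaction with DMSO carrier for no effect and no enzyme background for full effect; strong numbers were not always called active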
human PMI inhibition = MPI enzyme activity inhibition – biochemical, fluorescence intensity, coupled assay, primary screen (AID 1209). 190,000 compounds, 0.42% hits. inhibition, % at 20 µM, or IC50 in µM where a hit was titrated. purified PMI enzyme, coupled fluorescence intensity; higher % means a stronger effect;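 further: plate controls were DMSO vehicle for no effect and wells lacking substrate for full effect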
Siah-1 displacement = blockers of Siah-1 interaction with plectin peptide – biochemical, fluorescence polarization, rhodamine-plectin, uHTS, primary screen (AID 1817); Siah-1 / rhodamine-plectin peptide fluorescence polarization; higher % means a stronger effect; displacement, % at 20 µM; hits with a dose series show IC50 in µM; 290,000 compounds, 0.02% hits;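 active means displacement of at least 50% at 20 µM, with a fluorescence ratio check between 0.3 and a set limit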;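 further: plate controls were Siah plus tracer with DMSO for no effect and tracer alone without Siah for full effect; strong numbers were not always called active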
Dynein cargo inh cytoplasmic EGFP = second read-out of Dynein cargo inh, no call of its own (marks repeat the call); z-score; measured here: cytoplasmic GR-EGFP intensity; stronger effect = higher value
Dynein cargo inh nuclear GR-EGFP = also measured in Dynein cargo inh; calls as there; z-score; measured here: nuclear GR-EGFP intensity;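 lower value marks the stronger effect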
Dynein cargo inh cell count = further read-out of Dynein cargo inh, marked with its call; z-score; measured here: cell count per field
Starred values were filed as active, the others as inactive; x = not tested or not shown. Unless noted, no stated cut-off is given here; in the data, active means inhibition above about 50%; inactive means the rest.

canonical_smiles	Dynein cargo inh cell count	human PMI inhibition	AID2073	LYP phosphatase	P. falciparum M17LAP	PMI inhibition	Dynein cargo inh cytoplasmic EGFP	Siah-1 displacement	P. falciparum M1AAP	Dynein cargo inh	Dynein cargo inh nuclear GR-EGFP	XIAP antagonists
Cc1cc(C)n2cc(CSc3nnc(SCc4cn5c(C)cc(C)nc5n4)s3)nc2n1	0.436	6.6%	-1.4%	-4.5%	3.2%	3.4%	-0.247	-0.9%	2.5%	0.83	0.899	-2.2%
O=C(/C=C/c1ccc2c(c1)OCO2)N1CCN(c2ccccc2F)CC1	-0.696	-4.9%	37.8%	2.9%	6.1%	-2.1%	-0.272	-5.8%	14.0%	1.19	0.242	-8.4%
O=C(Nc1ccccc1N1CCCCC1)c1ccc2nccnc2c1	-1.61	-1.3%	6.2%	3.1%	9.2%	-1.1%	-0.0993	2.6%	1.2%	2.48	1.39	-5.5%
COc1ccc(OC)c(/C=C/C(=O)NCCc2nc3ccccc3[nH]2)c1	-0.706	x	44.8%	-4.6%	3.9%	x	-0.26	3.9%	9.9%	0.205	0.771	x
Cc1cc(NCCCN(C)C)n2nc(-c3cccs3)cc2n1	0.0349	0.4%	11.3%	-6.2%	-7.3%	-4.0%	-0.269	-3.7%	1.6%	-0.00571	-0.0681	-2.6%
Cc1ccc(-c2nn(-c3ccccc3)cc2/C=C/C(=O)Nc2cccc(S(N)(=O)=O)c2)cc1	0.0698	9.9%	21.9%	-6.3%	-4.3%	20.4%	-0.306	5.7%	1.9%	-0.418	0.451	-4.2%
CCC(C)[C@H](NC(=O)OC(C)(C)C)C(=O)N/N=C/c1cccc2nccnc12 (stereo partly specified)	-1.07	-6.2%	5.8%	0.2%	-4.5%	-9.7%	0.0915	-0.6%	4.5%	2.14	1.01	-3.8%
COCCn1c(C)cc(C(=O)COC(=O)c2ccc(Br)o2)c1C	0.703	-2.4%	5.9%	-4.0%	0.3%	-1.6%	-0.379	3.3%	-1.8%	-0.762	-0.173	-2.1%
O=C(Cn1c(=O)oc2ccccc21)Nc1ccccc1N1CCOCC1	-0.001	-7.1%	0.2%	-10.1%	-2.4%	-7.2%	-0.176	0.5%	0.2%	0.608	0.427	-6.5%
Brc1ccc(-c2cn3c(n2)SCC3)cc1	1.04	-4.1%	-4.9%	-6.9%	-5.5%	-4.9%	-0.364	1.0%	-3.9%	-1.18	-0.806	-9.2%
Cc1ccc(S(=O)(=O)NNC(=O)C2COc3ccccc3O2)cc1 (stereo unspecified)	0.341	6.3%	-5.2%	-7.5%	25.5%	2.9%	-0.226	2.6%	6.7%	0.472	0.359	-4.7%
Fc1ccc(C2=CC(c3ccc(Br)o3)n3ncnc3N2)cc1 (stereo unspecified)	0.396	-36.5%	16.8%	0.8%	-8.4%	-58.6%	-0.24	-4.8%	5.5%	-0.826	0.0831	-5.3%
COc1ccccc1NC(=O)C1C2C=CC(O2)C1C(=O)O (stereo unspecified)	0.114	11.5%	-4.0%	-2.6%	-4.7%	37.1%	0.0929	2.8%	6.0%	-0.593	-0.246	-4.0%
Cc1cccc(/N=C/c2c(O)[nH]c3ccccc23)n1	0.199	12.0%	-6.3%	-3.3%	1.7%	3.8%	-0.0922	-5.5%	12.9%	-0.74	-0.0509	-4.7%
Cc1cccc(N(C(=O)Cc2cccs2)C(C(=O)NCc2ccco2)c2ccncc2)c1 (stereo unspecified)	0.975	8.8%	-14.4%	-15.2%	11.8%	18.1%	-0.27	0.2%	2.5%	-1.11	-0.495	-5.6%
COC(=O)CSc1nnc(-c2ccc(S(=O)(=O)N3CCCCC3)cc2)o1	0.355	18.7%	36.1%	-10.9%	-3.4%	10.9%	-0.215	0.4%	8.2%	-0.268	-0.224	-3.1%
Cc1cccc(Oc2ncnc3onc(C)c23)c1	-0.292	12.1%	4.0%	-2.8%	-6.3%	19.2%	-0.115	0.6%	3.0%	-0.988	-0.711	5.5%
CC(=O)C(N=Nc1ccccc1)(Sc1nnc(-c2ccccc2)n1-c1ccccc1)C(=O)Nc1ccccc1 (stereo unspecified)	1.01	15.0%	-3.5%	1.1%	-12.3%	15.8%	-0.224	-5.0%	-10.2%	0.124	0.588	-0.7%
CC(C)CCn1c(N2CCN(c3cccc(Cl)c3)CC2)nc2c1c(=O)[nH]c(=O)n2C	0.368	6.4%	19.4%	-2.5%	-5.5%	2.3%	-0.315	-0.6%	9.1%	0.0639	0.609	-1.6%
CCOC(=O)Nc1ccc(S(=O)(=O)Nc2cc(C)on2)cc1	-0.0197	-0.9%	-8.0%	-0.7%	8.0%	-3.7%	-0.0503	3.2%	0.2%	0.149	0.436	-6.1%
CNC(=O)OCc1cccc(COC(=O)NC)n1	-0.35	-2.2%	-12.3%	-5.1%	0.8%	-11.3%	-0.229	5.6%	-0.8%	-0.632	0.00701	4.9%
Cc1ccc(-c2cc(C(=O)Nc3ccc(S(=O)(=O)N4CC(C)OC(C)C4)cc3)[nH]n2)c(O)c1 (stereo unspecified)	-0.831	x	22.4%	2.7%	-6.4%	x	-0.19	-0.2%	6.0%	1.66	0.693	x
Cc1nnc(N2C(=O)C(O)=C(C(=O)c3ccco3)C2c2ccc(C(C)(C)C)cc2)s1 (stereo unspecified)	0.436	-37.7%	17.1%	-2.1%	43.6%	-51.8%	-0.212	3.9%	9.9%	-0.179	0.162	-3.9%
CC(C)Cc1nn2c(N)c(/C=C3\C=Nc4ccccc43)c(=O)nc2s1	-2.07	1.0%	25.7%	9.9%	9.6%	1.0%	0.00866	4.3%	8.6%	3.67	1.99	-13.2%
Cc1ccc(S(=O)(=O)N2CCC(C(=O)N3CCN(Cc4ccccc4)CC3)CC2)cc1	0.104	8.5%	-6.7%	-4.3%	1.1%	8.2%	-0.18	2.0%	-3.5%	-0.214	0.117	0.0%
Cc1cc(C)nc(Nc2cc([N+](=O)[O-])ccc2C)n1	-0.289	-6.9%	-5.5%	-5.5%	-4.8%	-0.3%	-0.115	-2.8%	-1.0%	0.484	0.532	-5.9%
CCN(CC(=O)Nc1cccc(C(C)=O)c1)S(=O)(=O)c1ccc(C)cc1	0.384	-0.7%	13.5%	-10.3%	-7.9%	-6.4%	-0.318	1.0%	-9.2%	-0.31	0.0924	-2.1%
CC(=O)c1ccc(Oc2cc(C)nc(N3CCOCC3)n2)cc1	-1.68	-6.5%	-3.8%	-8.7%	-5.8%	-9.1%	-0.157	8.5%	3.4%	2.99	1.36	-7.0%
O=C(Nc1cccnc1)c1c(F)c(F)c(F)c(F)c1F	1.09	-8.7%	4.0%	-11.3%	-16.9%	-13.3%	-0.196	-3.7%	1.8%	-2.02	-1.11	0.2%
CC(C)CCn1c(=O)[nH]c2ccccc21	-0.239	x	10.8%	0.7%	x	x	-0.0085	5.3%	x	0.0885	0.617	x
O=C(COc1ccc2ccccc2c1)Nc1ccc2c3c(cccc13)CC2	0.845	2.5%	7.5%	1.8%	-5.7%	-1.8%	-0.224	3.4%	7.2%	-0.509	0.055	-3.4%
O=C1c2ccccc2-c2onc3ccc(Oc4ccccc4)c1c23	-0.213	5.7%	-29.4%	-6.6%	21.0%	44.1%	-0.215	34.9%	8.4%	-0.897	-0.415	-7.9%
CCn1cc(C(=O)O)c(=O)c2cnc(N3CCN(C(=S)NC(=O)c4ccccc4)CC3)nc21	-1.2	x	-9.8%	8.9%	3.5%	x	-0.162	-0.8%	9.1%	-0.198	-0.197	x
CN(C)c1ccc(/C=C/C(=O)c2cccc(Br)c2)cc1	0.127	14.4%	8.4%	-0.1%	-4.1%	19.2%	35.7	2.9%	6.0%	-13	-0.0216	-11.5%
O=C(COc1ccccc1F)NC12CC3CC(CC(C3)C1)C2	-1.44	x	-11.8%	-4.2%	-4.9%	x	-0.6	12.2%	-1.8%	1.02	0.78	x
Nc1cc(N)nc(SCC(=O)NNC(=O)Cc2ccccc2)n1	-0.39	2.3%	-4.6%	-7.4%	1.4%	2.0%	0.0301	10.0%	11.1%	0.229	0.897	-5.9%
COc1ccc(C2=NN(C(=O)CCCC(=O)O)C(c3cccs3)C2)cc1OC (stereo unspecified)	0.965	-2.4%	5.5%	-4.4%	2.2%	-6.0%	-0.138	8.0%	1.2%	-0.588	-0.0652	-15.1%
CS(=O)(=O)c1cccc(C(=O)NCc2ccccc2)c1	-0.117	13.7%	-3.1%	5.2%	-22.4%	11.5%	-0.185	-2.0%	4.2%	0.522	0.569	-7.3%
CC(C)C[C@H](NC(=O)OC(C)(C)C)C(=O)N/N=C/C1=Cc2ccccc2OC1C (stereo partly specified)	-0.137	19.1%	8.5%	5.0%	5.9%	14.6%	-0.265	-0.5%	10.9%	-0.194	-0.288	-0.9%
Cc1ccc2cccc(OCC(=O)Nc3ccc4c(c3)OCO4)c2n1	0.115	0.7%	5.9%	1.5%	5.3%	15.2%	-0.231	1.6%	5.0%	-0.418	-0.373	-3.9%
